Assay outcomes from PubChem BioAssay.
human PMI inhibition: MPI enzyme activity inhibition – biochemical, fluorescence intensity, coupled assay, primary screen (AID 1209); actives 0.42% (n = 190,000); inhibition, % at 20 µM, or IC50 in µM where a hit was titrated; purified PMI enzyme, coupled fluorescence intensity; higher % means a stronger effect;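 note: plate controls were DMSO vehicle for no effect and wells lacking substrate for full effect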
TNAP activators: stimulation of alkaline phosphatase TNAP activity – biochemical, luminescent, no phosphate acceptor, uHTS, primary screen (AID 1001); purified TNAP, luminescent activation assay, no phosphate acceptor; higher activation fold means a stronger effect; activation fold at 20 µM, or EC50 in µM where a hit was titrated; actives 0.03% (n = 200,000); in the data active = activation fold from about 3, or a potency from the dose series; inactive = the rest, 99 in 100 with activation fold below about 1.6; note: many of its hits are not listed in these tables
SIAH1 antagonists: Siah-1 peptide-binding antagonists, primary screen, biochemical, fluorescence polarization, rhodamine-plectin, uHTS (AID 1817); Siah-1 / rhodamine-plectin peptide fluorescence polarization; higher % means a stronger effect; displacement, % at 20 µM, or IC50 in µM where a hit was titrated; actives 0.02% (n = 290,000);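 active = displacement of at least 50% at 20 µM, with a fluorescence ratio check between 0.3 and a set limit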;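 note: plate controls were Siah plus tracer with DMSO for no effect and tracer alone without Siah for full effect; strong numbers were not always called active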
XIAP displacement: XIAP antagonists, biochemical, IAP family, fluorescence polarization (AID 1018); XIAP BIR domain, fluorescence polarization peptide displacement; higher % means a stronger effect; one-dose displacement, % at 20 µM; IC50 in µM for titrated hits; actives 0.007% (n = 200,000); in the data active = displacement above about 50%; note: a part of the inactive calls stands beside numbers as strong as those of hits
human PMI inhibitors: MPI inhibition at elevated mannose 6-phosphate – biochemical, fluorescence intensity, high mannose 6-phosphate, primary screen (AID 1220) | recombinant PMI enzyme, coupled fluorescence intensity; higher % means a stronger effect | inhibition, % at 20 µM; hits with a dose series show IC50 in µM | actives 0.66% (n = 190,000)
P. falciparum M17LAP: P. falciparum M17LAP inhibitors, primary screen, biochemical, fluorogenic H-Leu-NHMec substrate, 1536-well (AID 1619); recombinant M17LAP, H-Leu-NHMec fluorogenic kinetic assay; higher % means a stronger effect; one-dose inhibition, % at 30 µM; IC50 in µM for titrated hits; actives 0.38% (n = 220,000);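 active = compound inhibiting the enzyme by more than half at any dose during confirmatory dose-response retesting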;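 note: plate controls were full reaction with DMSO carrier for no effect and no enzyme background for full effect; strong numbers were not always called active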
M1AAP inhibition: P. falciparum M1AAP inhibitors, biochemical, fluorogenic H-Leu-NHMec substrate, 1536-well (AID 1445) | recombinant M1AAP, H-Leu-NHMec fluorogenic kinetic assay; higher % means a stronger effect | inhibition, % at 30 µM, or IC50 in µM where a hit was titrated | actives 0.42% (n = 220,000);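 active = primary inhibition above the hit cutoff, then over 50% inhibition at one or more dose response concentrations, cut at about 23% in these data, passing the limit was not always enough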;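 note: plate controls were DMSO full reaction for no effect and no enzyme background for full effect; strong numbers were not always called active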
UTI89 phage lysis: inhibition of K1F phage lysis, E. coli UTI89, bacterial capsule biogenesis inhibitors, alamar blue (AID 488966). E. coli UTI89 K1F phage lysis, alamar blue, 2 h; higher % means a stronger effect. inhibition, % at 100 µM; hits with a dose series show IC50 in µM. actives 0.02% (n = 340,000);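 active = phage lysis inhibition, versus mean bacterial control, above a set limit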;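 note: capsule biogenesis inhibitors block K1F phage lysis so surviving cells raise fluorescence; higher fluorescence means more inhibition of phage lysis; actives were called in the ten point dose series up to 300 µM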
Lipid droplet: hepatic lipid droplet formation modulation | AML12 mouse hepatocytes, oleate lipid droplets, BODIPY imaging | inhibition, % at 6.5 µM | actives 0.4% (n = 240,000);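 active = lipid droplet intensity inhibited by at least 50%, with more than 500 cells counted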
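System: AML12 hepatocytes (mouse). Probe or stimulus: oleic acid at 100 µM to induce lipid droplet formation. Times: overnight treatment with compound plus oleate. Detection: Image-based BODIPY and DAPI two-channel analysis. Evaluation: percent inhibition of filter-corrected integrated lipid droplet intensity per well.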
Lipid droplet cells 6.5 µM: further read-out of Lipid droplet, marked with its call; cell count; measured here: cell count, cytotoxicity flag;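 cells counted across two imaged fields per well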
Active calls of the source: *; x = not tested or not shown; [ ] = remark or other dose. Cut-off read from the data, not from the text of the source, unless noted: active = inhibition above about 50%; inactive = the rest.

SMILES	human PMI inhibition	TNAP activators	SIAH1 antagonists	XIAP displacement	human PMI inhibitors	P. falciparum M17LAP	M1AAP inhibition	UTI89 phage lysis	Lipid droplet	Lipid droplet cells 6.5 µM
COc1ccccc1-c1c(C(F)(F)F)oc2cc(OCC(=O)Nc3ccccc3C(F)(F)F)ccc2c1=O	7%	1.2	6%	-10%	-3%	0%	2%	-4.2%	-8	728
O=C(CSc1nnnn1-c1ccccc1)NC(=O)Nc1ccc2c(c1)OCCO2	-9%	1	-2%	-3.4%	-9%	0%	-2%	-0.3%	x	x
Cc1ccc(Oc2ccccc2/C=C2\SC(=O)N(C)C2=O)cc1	3%	1.1	1%	-1.0%	-3%	-1%	-1%	0.3%	x	x
c1ccc(C2[C@H]3CN(Cc4cccnc4)[C@H](c4ccccc4)C34CC2(c2ccccc2)C4)cc1 (stereo not given in full)	x	x	6%	x	x	-12%	0%	1.9%	13	646
CCOC(=O)/C(C#N)=C1/SC(CCO)C(=O)N1c1ccccc1 (stereo not given)	-34%	0.9	-1%	2.4%	-33%	-1%	3%	0.8%	-6	705
CCOC(=O)N1CCN(C(=O)Cn2c(=O)sc3ccccc32)CC1	2%	1	-4%	-9.2%	3%	-9%	2%	1.1%	x	x
CCn1cc(Br)c(C(=O)Nc2cccc(Cl)c2)n1	6%	1.1	6%	-1.2%	1%	9%	4%	0.2%	-7	754
COc1ccc(NC(=O)CSc2cccc3cccnc23)c(OC)c1	4%	1.2	-2%	2.3%	-12%	39%	10%	1.7%	5	665
CCOc1ccc(NC(=O)CC2C(=O)N(c3cccc(OC)c3)C(=O)N2C(C)C)cc1 (stereo not given)	2%	1	-2%	-2.7%	6%	10%	6%	0.9%	-7	651
CSCCC(Nc1ccc(S(=O)(=O)N2CCOCC2)cc1[N+](=O)[O-])C(=O)OCC(=O)N(C(C)C)C(C)C (stereo not given)	25%	1.1	2%	1.2%	2%	0%	2%	0.7%[50 µM]	-4	487
CC(/C=C/c1ccc(N(C)C)cc1)=N\N=C1\NC(=O)CC(C(=O)Nc2ccccc2)S1 (stereo not given)	23%	1.2	-4%	0.6%	16%	13%	6%	0.3%	7	553
C=CCN1C2CCCC1CC(NC(=S)Nc1cccc(OC)c1)C2 (stereo not given)	8%	1.1	0%	-3.6%	2%	13%	8%	0.6%	-2	688
S=c1[nH]nc(-c2ccc3ccccc3n2)n1Cc1ccccc1	-14%	2.3	30%	-6.8%	-8%	-1%	9%	1.5%[50 µM]	-2	630
COc1ccccc1OC(C)C(=O)Nc1nc(-c2ccc(S(=O)(=O)N3CCOCC3)cc2)cs1 (stereo not given)	3%	0.9	1%	-5.8%	3%	3%	3%	5.4%	x	x
CCOC(=O)c1ccc(CNC(=O)Cn2nnc(-c3cccc(C)c3)n2)o1	3%	1.1	16%	-1.3%	2%	-6%	6%	0.1%	2	719
O=c1c2c(-c3ccccc3)csc2nc2n1CCC2	10%	1.1	5%	-13%	3%	-12%	15%	-0.4%	13	689
O=c1[nH]nc(-c2ccc(F)cc2)cc1Cc1ccccc1	x	x	16%	x	x	12%	-1%	4.4%	5	731
COc1ccccc1C(=O)Nc1cc2cc(Br)ccc2oc1=O	-3%	1.1	-2%	0.9%	-13%	15%	10%	1.2%	1	728
O=C(Nc1nc2c(s1)C(=O)CCC2)c1ccccc1	5%	1.1	3%	-2.6%	5%	-2%	5%	0.3%	x	x
CCC(CO)NC(=O)c1ccccc1C(F)(F)F (stereo not given)	x	x	-5%	x	x	-3%	8%	0.1%	-6	716
CCN1CCN(CCCNC(=O)Cn2cc3c(n2)CCCC3)CC1	-4%	1.2	3%	x	1%	8%	2%	0.9%	x	x
COc1ccc(C=O)cc1OC(=O)C1(C)Cc2ccccc2C(=O)O1 (stereo not given)	2%	1.1	-1%	-5.0%	-2%	-1%	-1%	-1.0%[50 µM]	-4	638
CC1=C(C)SC(=C(C#N)c2nnc(N3CCOCC3)n2-c2ccccc2)S1	-6%	1.1	1%	-10%	-12%	x	x	x	x	x
Cc1ccc(NC(=O)C2CC(=O)n3ncnc3N2)cc1C (stereo not given)	3%	1.2	5%	-4.8%	9%	-5%	-2%	0.3%	4	694
O=C1C2C3C=CC(C4CC34)C2C(=O)N1/N=C/c1ccc(-c2cccc([N+](=O)[O-])c2)o1 (stereo not given)	4%	1.1	-5%	-4.4%	8%	7%	14%	0.6%[50 µM]	4	692
COCCOC(=O)C1=C(C)NC2=C(C(=O)CCC2)C1c1ccc2c(c1)OCO2 (stereo not given)	2%	1.1	-1%	-2.3%	-3%	24%	2%	0.1%	6	803
C/C(=N/NC(=O)c1ccc2c(c1)OCCO2)c1ccc([N+](=O)[O-])cc1	x	x	21%	x	x	-1%	2%	1.1%	14	685
O=C(Nc1cccc(-c2nc3ncccc3o2)c1)c1ccccc1	8%	1.1	6%	-4.4%	9%	5%	7%	0.5%	-31	615
CCCS(=O)(=O)N1CCN(C(=O)COc2ccc(OC)cc2)CC1	-2%	1	-4%	-5.0%	-2%	7%	6%	-0.4%	3	828
CCOC(=O)C1=C2c3cc(OC)c(OC)cc3CC(C)(C)N2C(=O)C1=O	2%	1.1	1%	-9.6%	21%	21%	3%	0.5%[50 µM]	8	641

Entries of single compounds from above. Order of values: human PMI inhibition	TNAP activators	SIAH1 antagonists	XIAP displacement	human PMI inhibitors	P. falciparum M17LAP	M1AAP inhibition	UTI89 phage lysis	Lipid droplet	Lipid droplet cells 6.5 µM
Record of `CCN1CCN(CCCNC(=O)Cn2cc3c(n2)CCCC3)CC1` = -4%	1.2	3%	x	1%	8%	2%	0.9%	x	x
Record of `O=C(CSc1nnnn1-c1ccccc1)NC(=O)Nc1ccc2c(c1)OCCO2` = -9%	1	-2%	-3.4%	-9%	0%	-2%	-0.3%	x	x
Record of `COc1ccccc1OC(C)C(=O)Nc1nc(-c2ccc(S(=O)(=O)N3CCOCC3)cc2)cs1` (stereo not given) = 3%	0.9	1%	-5.8%	3%	3%	3%	5.4%	x	x

Following part.
SMILES	human PMI inhibition	TNAP activators	SIAH1 antagonists	XIAP displacement	human PMI inhibitors	P. falciparum M17LAP	M1AAP inhibition	UTI89 phage lysis	Lipid droplet	Lipid droplet cells 6.5 µM
CC(=O)NC1C(=O)N=C(SCC(=O)Nc2ccc(C(F)(F)F)cc2Cl)NC1=O (stereo not given)	-5%	1.1	1%	-2.6%	-5%	46%	4%	-0.1%	32	698
O=C1c2ccccc2C(=O)N1c1ccc(Cl)cn1	1%	1.1	-4%	-8.5%	13%	11%	5%	4.4%	5	822
C/C(=N\O)c1ccc2c(c1)OCCO2	3%	1.1	2%	-4.4%	12%	-3%	3%	-0.5%	18	734
COCCCNCCOCCOc1ccc(Cl)cc1C(C)(C)C	-5%	0.9	-6%	-3.6%	-3%	7%	-1%	1.4%[50 µM]	29	621
Cc1cc(=O)oc(C)c1C(=O)OCC(=O)c1ccc(Cl)c(Cl)c1	11%	1.1	0%	-12%	3%	1%	9%	2.6%	18	764
CN(Cc1ccccc1)c1nc(N)nc(Cl)c1C=O	3%	1.1	-5%	-6.6%	36%	6%	6%	-0.1%	x	x
CC(C)c1ccccc1NS(=O)(=O)N(C)C	6%	1	0%	-3.5%	2%	-1%	6%	0.7%	-15	732
COc1ccc(OCc2n[nH]c(=S)n2-c2ccc(C)cc2)cc1	x	1	-3%	-6.0%	x	3%	1%	0.2%	-30	692
CCOc1cc(C(=O)N/N=C(\C)Cc2ccc(OC)cc2)cc(OCC)c1OCC	1%	1.3	5%	-5.6%	-9%	-7%	10%	1.4%	-7	536
Cc1c(NC(=O)COC(=O)C(c2ccc(Cl)cc2)C(C)C)c(=O)n(-c2ccccc2)n1C (stereo not given)	6%	1.1	0%	-5.0%	8%	-9%	18%	-0.2%	-2	777
CC(=O)c1c(C)[nH]c(C(=O)OCC(=O)NCCc2ccc(Cl)cc2)c1C	2%	1.1	-4%	-2.4%	3%	-6%	0%	-0.6%	26	764
COc1cc(/C=C2\SC(=S)N(CC(=O)Nc3cccnc3)C2=O)cc(OC)c1OC	14%	0.9	-7%	-1.5%	3%	8%	0%	3.9%	-2	712
CC1(C)NC(=O)N(CC(O)COc2ccc(-c3ccc(C#N)cc3)cc2)C1=O (stereo not given)	2%	1	-1%	-2.9%	3%	1%	4%	0.1%	x	x
Cc1ccccc1S(=O)(=O)Nc1nc2ccccc2nc1NCCO	0%	1.1	3%	-4.9%	-1%	6%	11%	1.6%	0	740
CC(=O)c1ccc(OCC(=O)NCC2(N3CCCCC3)CCCCC2)cc1	x	x	5%	x	x	-3%	5%	0.1%	-9	701
CCCSC1=N/C(=C/c2ccsc2)C(=O)N1c1ccccc1	4%	1.1	-1%	-2.9%	-6%	16%	1%	-0.4%[50 µM]	-1	676
Cc1ccc(C2N(c3ccc(Cl)c(Cl)c3)C(=O)C3CCCN32)o1 (stereo not given)	16%	1.1	-3%	-2.4%	9%	7%	5%	-0.1%	-3	738
S=C(NCc1ccco1)N1CCC(c2nc3ccccc3o2)CC1	-6%	1.1	-2%	-4.6%	-1%	4%	0%	-0.2%	-11	656
Cc1cc(C(=O)NC2=NCCS2)c2ccccc2n1	-12%	1.1	-1%	-2.7%	3%	1%	6%	-0.5%	6	714
c1ccc(CNC23CC4CC(CC(C4)C2)C3)nc1	-1%	1.2	2%	-5.4%	-1%	3%	-5%	-0.5%	-7	696
Cc1cc(Cl)c(S(=O)(=O)N2CCSCC2)cc1OCC(N)=O	14%	1.1	0%	-2.7%	14%	2%	-1%	0.7%	16	647
CCOCCn1c(SC)nc2c1c(=O)[nH]c(=O)n2C	19%	1	-2%	-4.8%	-2%	-3%	-4%	-0.4%	-5	608
CS(=O)(=O)N(CC(=O)Nc1ccc(CC#N)cc1)c1ccc(C23CC4CC(CC(C4)C2)C3)cc1	22%	1.1	-1%	-11%	17%	22%	-6%	1.8%	2	723
O=C(NCCc1ccccc1)c1ccc(-c2ccc(F)cc2)o1	6%	1.1	3%	-7.2%	4%	1%	7%	-0.1%	-8	697
COCCCNC(=O)c1cc2c(=O)n(C)c3ccccc3c2n1C	-2%	1.2	4%	0.2%	-3%	-5%	7%	5.2%	x	x
COc1ccc(N2CCc3c(C)nc4c(OC)cc(OC)cc4c32)cc1	15%	1.1	3%	-10%	28%	6%	9%	0.0%	-55	597
CCOc1ccc(CNC(=S)N/N=C/c2cccnc2)cc1	0%	1	6%	-8.8%	1%	18%	5%	-0.3%	-9	644
CCCC(=O)Nc1ccc(NC(=O)CCc2ccccc2)cn1	0%	1.1	-4%	-18%	7%	-10%	3%	3.0%	x	x
COc1ccc(CCNC(=O)Cn2cccc2C(=O)c2ccccc2)c(OC)c1	2%	1.1	10%	-2.1%	3%	-9%	5%	-1.5%	-10	682
